Screening results as filed in PubChem.
TAAR1 ag = human TAAR1 agonism | CHO RD-HGA16 TAAR1, Fluo-8 calcium fluorescence; vehicle wells 0%, saturating PEA agonist 100% | activation, % at 3 µM | 0.99% of 360,000 active;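 active = activation above the mean activation of all test compounds in the run plus 3 SD, cut at about 38% in these data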
Target sequence (Q96RJ0 whole entry, looked up): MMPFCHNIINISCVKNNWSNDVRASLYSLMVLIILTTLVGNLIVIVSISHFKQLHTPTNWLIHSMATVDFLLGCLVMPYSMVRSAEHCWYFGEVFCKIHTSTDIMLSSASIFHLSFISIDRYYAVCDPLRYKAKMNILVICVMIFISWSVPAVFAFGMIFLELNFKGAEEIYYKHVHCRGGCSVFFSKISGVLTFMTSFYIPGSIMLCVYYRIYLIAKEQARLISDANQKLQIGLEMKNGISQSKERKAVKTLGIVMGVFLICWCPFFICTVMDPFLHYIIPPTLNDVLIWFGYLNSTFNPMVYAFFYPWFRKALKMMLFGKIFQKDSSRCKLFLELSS
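test system = CHO RD-HGA16 cells carrying human TAAR1 plus Gα16 | schedule = 17-24 h seeding, 75 min 37 °C dye, 30 min RT | compound dosing = 3 µM single concentration | control set = DMSO and PEA EC100 | replicates = n 1 | signal = Fluo-8 fluorescence, 5 s baseline then 140 s kinetic read | measure = percent activation vs PEA EC100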
M1 PAM parental = nonselective activator or artifact in parental CHO-K1 calcium assay | ATP EC20, Fluo-8 calcium fluorescence; 0% at ATP EC20, 100% at ATP max | activation, % at 3 µM | 0.02% of 360,000 active | AID 602247;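 active = activation above the run cutoff, the mean activation of all test compounds plus 3 SD, cut at about 40% in these data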;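 also: peak over basal fluorescence ratio in a 140 s read after ATP addition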
M1 ag = human M1 muscarinic receptor agonism; CHO-K1 hM1, Fluo-8 calcium fluorescence, agonist mode; 0% DMSO, 100% acetylcholine EC100; activation, % at 3 µM; 0.33% of 360,000 active;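 active = activation above the run's mean compound activation plus 3 SD, cut at about 16% in these data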;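 also: peak over basal fluorescence ratio within a 140 s kinetic read after compound addition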
M1 ag parental = counter-screen for M1 agonists: effect in parental CHO-K1 cells | Fluo-8 calcium fluorescence; scaled to maximal ATP response, vehicle zero | activation, % at 3 µM | 0.48% of 360,000 active; in the data active = activation above about 15%;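 also: untransfected CHO-K1 host cells lacking M1 receptor as counterscreen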
CHO-K1 Ca antag = M1 antagonist counterscreen hit in parental CHO-K1 cells | inhibition, % at 3 µM | ATP-induced calcium, Fluo-8 fluorescence | AID 602250 | 0.6% of 360,000 active;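 active = inhibition above a per-plate cutoff, the plate's mean sample inhibition plus 3 SD, cut at about 24% in these data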;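 also: 0% = DMSO plus EC80 ATP and 100% = DMSO alone without ATP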
OXTR potentiate = human OXTR potentiation. activation, % at 3 µM. 0.061% of 320,000 active. CHO-OTR cells, Fluo-8 calcium fluorescence, potentiator mode; 0% = oxytocin EC15, 100% = EC100;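 active = activation above that plate's cutoff, the mean activation of tested compounds plus 3 SD, cut at about 6.6% in these data, passing the limit was not always enough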;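 also: 100% uses oxytocin at 75 nM as the full agonist control; some results filed as inactive read as strong as hits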
Target sequence (P30559 whole entry, looked up): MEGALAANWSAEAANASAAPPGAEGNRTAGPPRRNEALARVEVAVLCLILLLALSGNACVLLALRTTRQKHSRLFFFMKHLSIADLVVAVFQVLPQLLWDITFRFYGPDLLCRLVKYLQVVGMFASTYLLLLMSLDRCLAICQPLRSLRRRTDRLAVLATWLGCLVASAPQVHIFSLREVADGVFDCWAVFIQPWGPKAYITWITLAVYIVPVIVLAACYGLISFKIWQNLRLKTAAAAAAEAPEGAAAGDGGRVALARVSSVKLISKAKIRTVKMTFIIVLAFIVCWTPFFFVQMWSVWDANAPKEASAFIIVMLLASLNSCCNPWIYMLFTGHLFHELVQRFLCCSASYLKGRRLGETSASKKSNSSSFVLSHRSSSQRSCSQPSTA
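assay system = CHO-OTR cells, human receptor | schedule = compound 6 min at room temperature before oxytocin, 100 s read | detection = Fluo-8 intracellular calcium fluorescence, ex 470-495, em 515-575 nm | evaluation = normalized max/min fluorescence ratio, % activation | control set = EC15 oxytocin alone as 0%, 75 nM oxytocin (EC100) as 100%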
TAAR1 antagonist = human TAAR1 antagonism; CHO RD-HGA16 TAAR1, Fluo-8 calcium fluorescence, antagonist; 1.5% of 360,000 active; AID 624466; Q96RJ0; inhibition, % at 3 µM;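 active = inhibition above a per-plate cutoff, the mean inhibition of test compounds on that plate plus 3 SD, cut at about 49% in these data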;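 also: 0% = DMSO plus EC80 beta-PEA response and 100% = DMSO alone without agonist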
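System: RD-HGA16 CHO cells with stable hTAAR1 and Gα16 | Probe or stimulus: EC80 β-phenethylamine stimulus | Dosing: 3 µM, single point | Times: Dye loading 75 min at 37 °C, then 30 min room temperature | Measured by: Fluo-8 calcium-sensitive fluorescence | Read-out basis: % inhibition of agonist calcium response | Replicates: n of 1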
V1R ag counter = activates human V1a receptor in oxytocin agonist counter-screen | P37288 | CHO-V1R cells, Fluo-8 calcium fluorescence, agonist mode; 0% DMSO, 100% 3 nM vasopressin | activation, % at 3 µM | 0.25% of 320,000 active | AID 2797;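 active = activation above the mean activation of all tested compounds plus 3 SD, per screening run, cut at about 20% in these data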;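 also: signal is peak over basal fluorescence ratio across a 100 second FLIPR read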
CHO parental Ca = counter-screen for OX1R antagonists: effect in parental CHO cells; inhibition, % at 5.6 µM; parental CHO-K1, ATP-induced calcium, Fluo-8 fluorescence; AID 463079; 0.63% of 330,000 active;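 active = inhibition above that plate's mean sample inhibition plus 3 SD, cut at about 26% in these data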;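 also: 0% = ATP-challenged DMSO wells and 100% = DMSO wells without ATP; some compounds past the cut are filed as inactive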
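Test system: parental CHO cells; detection: calcium-sensitive Fluo-8 fluorescence; evaluation: percent inhibition of calcium signal; also added: ATP as calcium-mobilizing challenge; repeats: one well per compound; control set: ATP-challenged DMSO wells low, unchallenged DMSO wells high; compound: single nominal dose of 5.6 µM per compound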
* marks the source's active call; other numbers are inactive results; / = not tested or not shown.

SMILES	TAAR1 ag	M1 PAM parental	M1 ag	M1 ag parental	CHO-K1 Ca antag	OXTR potentiate	TAAR1 antagonist	V1R ag counter	CHO parental Ca
CC(=O)NS(=O)(=O)c1ccc(N=c2ssc3c2-c2ccc(C)cc2NC3(C)C)cc1	-1	25	-11	0.5	-16	-9	21	2.4	-4
O=C(CSc1nnc(CNc2ccc(F)cc2)o1)N1CCCc2ccccc21	7	22	-1	3.0	-16	-14	-2	8.1	-9
COC(=O)c1ccccc1NC1OC(=O)c2ccccc21 (centres undefined)	2	19	-3	0.4	-7	-3	-17	0.2	-3
COc1ccccc1NC(=O)Cn1nnc(C(=O)NCc2ccc3c(c2)OCO3)c1N	6	-3	-1	0.5	-12	-8	3	5.5	-22
CNS(=O)(=O)c1cccc(C(=O)OCC(=O)N(Cc2ccccc2)C(C)(C)C)c1	-1	11	-6	0.9	3	0	-23	-0.6	-8
COc1ccc(-c2cc(C(=O)NCCCN3CCOCC3)no2)cc1	-3	-2	-8	2.2	-9	-8	0	-0.1	-5
CCCCn1c(N)c(N(CC(C)C)C(=O)CC(NC(=O)c2ccccc2Cl)c2ccccc2)c(=O)[nH]c1=O (centres undefined)	1	20	-3	0.4	-9	/	-19	/	/
Cc1ccccc1C(=O)Nc1nnc(-c2ccc(C(C)(C)C)cc2)s1	0	14	-4	1.2	1	-2	3	0.5	-5
Cc1ccn2c(=O)nc(SCC(=O)NCc3ccccc3Cl)nc2c1	0	26	-4	1.5	-12	-5	-19	0.0	-2
CC(C)(C)NC(=O)c1sccc1C(=O)O	9	3	0	0.1	-34	4	-1	-0.1	-5
COc1ccccc1N1CCN(/N=C(\C)c2ccccc2O)CC1	1	-4	-1	2.6	-9	1	-14	1.0	2
C=CCN1C(=O)/C(=C/c2ccc(OC(C)=O)c(OCC)c2[N+](=O)[O-])SC1=S	8	7	7	12	25*	/	-10	/	/
COc1ccccc1C(=O)Nc1nc2ccccc2[nH]1	8	10	-4	1.6	-10	-7	-16	3.6	-19
COc1cccc(CNC(=O)CCCn2ccc3cc(S(=O)(=O)N4CCCC4)ccc32)c1	2	8	-4	3.7	-22	-6	3	1.1	-19
CC(=O)Nc1ccc(/C=C/C(=O)c2ccc3c(c2)OCCO3)cc1	1	-1	-2	1.9	6	-10	13	1.1	-11
O=C(CSc1nnc2ccc(-c3ccc(F)cc3)nn12)NCC1CCCO1 (centres undefined)	0	0	-4	-0.8	2	-3	-14	-0.7	-7
C=CCn1c(SCC(=O)c2[nH]c(C)c(C(=O)OCC)c2C)nc2scc(-c3ccccc3)c2c1=O	1	13	-5	0.4	6	-6	-27	-0.6	-16
COc1ccc(Cn2ccnc2SCC(=O)Nc2cccc(NC(C)=O)c2)cc1	3	14	-3	1.1	3	-3	-24	1.1	-11
CNc1ncnc2c1ncn2[C@H]1CN(Cc2ccc(-c3ccccc3)cc2)C[C@@H](CO)O1	6	10	11	5.8	-6	/	0	/	/
CN1CCN(S(=O)(=O)c2cc([N+](=O)[O-])ccc2N2CCCCCC2)CC1	9	2	-2	-0.3	0	0	1	-0.5	-20
Cc1cc(C)cc(NC(=O)N2CCN(Cc3ccc4c(c3)OCO4)CC2)c1	0	16	-4	1.0	-8	-2	7	2.4	-15
NC(=O)c1nsc(C(=O)N(c2cccc(F)c2)C(C(=O)NC2CCCC2)c2ccc(O)cc2)c1N (centres undefined)	3	5	-5	1.9	-2	-18	33	0.6	-6
COc1ccc(C(C#N)N2N=C(c3ccccc3)CC2c2ccccc2)cc1OC (centres undefined)	0	13	-2	-0.4	-4	-3	-14	-0.7	-11
CCOc1ccc(NC(=O)CC2Nc3ccccc3NC2=O)cc1 (centres undefined)	4	9	-8	1.0	1	-7	2	-1.6	-26
COc1cccc(-c2cc(C(F)(F)F)n3nc(C(=O)Nc4c(C)n(C)n(-c5ccccc5)c4=O)cc3n2)c1	-2	6	-5	0.4	-17	-12	-12	-1.1	-15

Exported with two lines to a compound: entries from further up
Results follow in this order: TAAR1 ag, M1 PAM parental, M1 ag, M1 ag parental, CHO-K1 Ca antag, OXTR potentiate, TAAR1 antagonist, V1R ag counter, CHO parental Ca
> O=C(CSc1nnc(CNc2ccc(F)cc2)o1)N1CCCc2ccccc21
  7, 22, -1, 3.0, -16, -14, -2, 8.1, -9
> COC(=O)c1ccccc1NC1OC(=O)c2ccccc21 (centres undefined)
  2, 19, -3, 0.4, -7, -3, -17, 0.2, -3
> COc1ccccc1NC(=O)Cn1nnc(C(=O)NCc2ccc3c(c2)OCO3)c1N
  6, -3, -1, 0.5, -12, -8, 3, 5.5, -22
> CNS(=O)(=O)c1cccc(C(=O)OCC(=O)N(Cc2ccccc2)C(C)(C)C)c1
  -1, 11, -6, 0.9, 3, 0, -23, -0.6, -8
> COc1ccc(-c2cc(C(=O)NCCCN3CCOCC3)no2)cc1
  -3, -2, -8, 2.2, -9, -8, 0, -0.1, -5
> CCCCn1c(N)c(N(CC(C)C)C(=O)CC(NC(=O)c2ccccc2Cl)c2ccccc2)c(=O)[nH]c1=O (centres undefined)
  1, 20, -3, 0.4, -9, /, -19, /, /
> Cc1ccccc1C(=O)Nc1nnc(-c2ccc(C(C)(C)C)cc2)s1
  0, 14, -4, 1.2, 1, -2, 3, 0.5, -5
> Cc1ccn2c(=O)nc(SCC(=O)NCc3ccccc3Cl)nc2c1
  0, 26, -4, 1.5, -12, -5, -19, 0.0, -2
> CC(C)(C)NC(=O)c1sccc1C(=O)O
  9, 3, 0, 0.1, -34, 4, -1, -0.1, -5
> COc1ccccc1N1CCN(/N=C(\C)c2ccccc2O)CC1
  1, -4, -1, 2.6, -9, 1, -14, 1.0, 2
> C=CCN1C(=O)/C(=C/c2ccc(OC(C)=O)c(OCC)c2[N+](=O)[O-])SC1=S
  8, 7, 7, 12, 25*, /, -10, /, /
> COc1ccccc1C(=O)Nc1nc2ccccc2[nH]1
  8, 10, -4, 1.6, -10, -7, -16, 3.6, -19

The results go on:
SMILES	TAAR1 ag	M1 PAM parental	M1 ag	M1 ag parental	CHO-K1 Ca antag	OXTR potentiate	TAAR1 antagonist	V1R ag counter	CHO parental Ca
Cc1ccnc(NC(=O)CCNC(=O)c2ccc(Cl)cc2)c1	2	19	-1	2.7	-15	/	-17	/	/
CCOc1ccc(S(=O)(=O)NCc2ccc(OC)cc2)c2cccnc12	7	10	-4	0.4	-5	-1	6	0.0	-7
COc1cccc(Nc2ncnc3onc(-c4ccccc4OC)c23)c1	6	-8	-4	-0.3	1	-6	-9	-1.6	-15
CCOC(=O)C1=C(CC)Nc2ccccc2N=C1NC(=O)c1ccc(S(=O)(=O)N2CCOCC2)cc1	8	3	-13	2.9	13	-3	24	1.1	-16
CCc1ccc2c(c1)C(NC(C)=O)C(=O)N2CCN1CCOCC1 (centres undefined)	4	9	-4	1.0	-3	-1	-13	1.0	-2
CCSc1nc2c(c(=O)[nH]1)C(c1cccs1)C(C(=O)OC)=C(C)N2 (centres undefined)	-1	30	-5	0.1	-13	1	-18	-1.2	-15
CS(=O)(=O)N(CC(=O)Nc1ccc(F)cc1)C1CCCCC1	0	17	-1	1.3	-7	-4	1	-0.4	4
CCOCCCn1c(SCC(=O)N2CCOCC2)nc2ccccc2c1=O	-1	4	-5	1.5	-15	-5	-5	1.0	-9
CC(C)CNc1c(N)n(CC(C)C)c(=O)[nH]c1=O	10	16	-4	0.9	-11	/	-5	/	/
Cc1ccc(-c2nsc(SCC(=O)NCc3ccc4c(c3)OCO4)n2)cc1	4	10	-4	0.8	-2	-1	-4	-0.4	-26
Cc1c(-c2ccccc2)[n+](=O)c(-c2ccco2)c(C)n1[O-]	3	10	-2	-0.4	-7	0	-8	-0.3	-6
OC[C@@H]1CN(Cc2ccccc2)C[C@H](n2cnc3c(N4CCN(c5ccccc5)CC4)ncnc32)O1	10	-2	4	7.2	-10	/	28	/	/
CS(=O)(=O)N1CCc2cc(C(=O)Nc3ccc(Cl)cc3)ccc21	26	4	-1	4.0	-5	-14	31	13	2
O=C(O)CCC(=O)N1CCc2cc(S(=O)(=O)NCCc3ccc(Cl)cc3)ccc21	/	12	0	2.0	-15	-7	/	-0.1	-12
CCCn1cc(S(=O)(=O)CC(=O)NC2CCCCC2)c2ccccc21	-3	19	-1	0.6	4	-2	-1	-0.9	-20
CCOC(=O)[C@]12CCC=C1N(CCC1=CCCCC1)C(=O)[C@H](CC(=O)N1CCN(C(=O)c3ccco3)CC1)C2	-1	23	/	0.3	-19	/	-10	/	/
CCCCNC(=O)CC(C(=O)N1CCc2ccccc21)n1ccnc1 (centres undefined)	18	-9	-1	-0.5	3	-3	-9	0.3	1
CC1(C)Cc2ccccc2-c2nc(CN3CCOCC3)[nH]c(=O)c21	5	20	-3	1.7	-8	-4	11	1.0	-4
O=S(=O)(Nc1nc(SCc2ccc(Cl)cc2)n[nH]1)c1ccc(F)cc1	22	-8	6	0.4	1	-14	-13	-0.5	-24
O=C(CN1C(=O)c2ccc([N+](=O)[O-])cc2C1=O)NCc1ccco1	0	14	-5	4.6	-7	4	9	0.0	-1
Cc1ccc2oc(C(=O)NCc3ncc(C)[nH]3)c(C)c2c1	11	14	-5	1.9	-10	-10	-19	0.8	-20
COC(=O)[C@@H](NC(=O)Nc1ccc2c(c1)OCCO2)C(C)C	16	-10	-3	0.1	6	-9	-5	0.3	6
Cc1c(C(=O)NC2CCCc3ccccc32)oc2ccc(S(=O)(=O)N3CCOCC3)cc12 (centres undefined)	5	-6	-5	0.1	10	-6	9	0.0	-9
COc1ccc(NC(=O)COC(=O)c2c3c(nc4ccccc24)CCCC3)cc1	16	-3	0	3.8	2	-13	48	0.1	-12
Cc1c(C(=O)NCc2ccccn2)sc(=O)n1Cc1ccc(-c2ccccc2)cc1	2	7	6	3.0	-5	/	41	/	/
